# Screening results from PubChem.
# FBW7 act: FBW7 E3 ligase activators, primary screen, biochemical, AlphaScreen, human | AlphaScreen FBW7–phospho-cyclin E peptide binding, activator screen | hit rate 0.13% among 650,000 | AID 1259310, 2017 | normalized activity (activation), % at 26.1 µM; in the data active = normalized activity above about 1.9%;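 note: purified mutant Fbw7 with reduced substrate affinity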
# Target sequence (Q969H0 whole entry, looked up): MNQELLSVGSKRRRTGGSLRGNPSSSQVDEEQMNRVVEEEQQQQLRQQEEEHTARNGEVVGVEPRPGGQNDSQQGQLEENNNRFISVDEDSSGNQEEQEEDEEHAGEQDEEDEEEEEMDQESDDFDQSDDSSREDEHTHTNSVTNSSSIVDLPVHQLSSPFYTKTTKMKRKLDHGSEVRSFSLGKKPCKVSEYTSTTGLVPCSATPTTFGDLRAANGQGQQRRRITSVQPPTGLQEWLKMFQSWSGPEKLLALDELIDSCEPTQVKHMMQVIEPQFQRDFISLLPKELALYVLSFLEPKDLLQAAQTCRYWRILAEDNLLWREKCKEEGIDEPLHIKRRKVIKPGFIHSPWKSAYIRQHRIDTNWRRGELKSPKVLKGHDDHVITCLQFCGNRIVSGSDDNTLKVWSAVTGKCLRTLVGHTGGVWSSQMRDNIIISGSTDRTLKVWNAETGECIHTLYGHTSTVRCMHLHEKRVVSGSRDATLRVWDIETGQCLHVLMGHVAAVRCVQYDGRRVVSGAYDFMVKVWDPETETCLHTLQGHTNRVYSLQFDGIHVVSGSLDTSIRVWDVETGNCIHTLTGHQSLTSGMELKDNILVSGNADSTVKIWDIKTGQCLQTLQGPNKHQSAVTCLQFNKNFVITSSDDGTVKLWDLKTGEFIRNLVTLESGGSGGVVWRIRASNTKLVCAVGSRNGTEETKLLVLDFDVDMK
# MITF inh: MITF inhibitors, primary screen, biochemical, AlphaScreen, human | AlphaScreen MITF homodimerization, bead proximity signal | AID 1259374, 2018 | inhibition, % at 2.6 µM | Microphthalmia-associated transcription factor (Homo sapiens), O75030 | hit rate 0.91% among 650,000; in the data active = inhibition above about 50%;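 note: 0% = vehicle wells with protein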
# GPR151 ag: activators of human GPR151, primary screen, cell-based, PathHunter beta-arrestin, luminescence. hit rate 1% among 650,000. activation, % at 11.2 µM. G-protein coupled receptor 151 (Homo sapiens), Q8TDV0. AID 1508602, 2020. PathHunter beta-arrestin GPR151 cells; in the data active = activation above about 4.9%;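 note: 0% = median of compound wells and 100% = cells with positive control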
# Target sequence (Q8TDV0 whole entry, looked up): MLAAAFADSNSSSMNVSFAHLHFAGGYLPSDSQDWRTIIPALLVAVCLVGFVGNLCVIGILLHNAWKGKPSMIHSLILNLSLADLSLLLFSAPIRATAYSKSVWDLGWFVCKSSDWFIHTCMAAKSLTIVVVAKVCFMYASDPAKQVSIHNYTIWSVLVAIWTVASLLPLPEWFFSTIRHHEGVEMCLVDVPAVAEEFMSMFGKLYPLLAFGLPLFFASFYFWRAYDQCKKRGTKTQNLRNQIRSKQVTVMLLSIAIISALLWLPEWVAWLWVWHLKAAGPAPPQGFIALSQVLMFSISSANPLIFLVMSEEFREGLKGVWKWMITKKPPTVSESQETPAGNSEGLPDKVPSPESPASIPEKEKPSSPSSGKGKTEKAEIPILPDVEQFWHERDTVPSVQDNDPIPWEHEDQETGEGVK
# TEAD-YAP inh: TEAD-YAP interaction inhibition, primary screen, TEAD-YAP interaction inhibitor project, luminescence, HEK-TIYL cells; TEAD-Gal4/YAP UAS-luciferase luminescence; hit rate 1.4% among 640,000; AID 1259422, 2018; inhibition, % at 9.12 µM; in the data active = inhibition above about 32%;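 note: 0% = median of test compound wells and 100% = reference inhibitor wells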
# * marks the source's active call; other numbers are inactive results; / = no result given; & = joins results of further samples.
SMILES,FBW7 act,MITF inh,GPR151 ag,TEAD-YAP inh
COc1ccc(N2C(=O)c3cccnc3C2Nc2cccc(OC)c2)cc1 (configuration not stated),-0.2,-6,0.1,-10
Cc1ccc2nc(SCC(=O)Nc3ccccc3C#N)[nH]c2c1,0.8,0,0.0,0
COc1cc2nc(C3CCC3)n(NC(=O)C3CCC(OC)CC3)c(=O)c2cc1OC (configuration not stated),-0.1,-2,1.0,6
COc1cccc(C(=O)N2CCN=C2SCc2ccc([N+](=O)[O-])cc2)c1,-0.1,-4,3.1,6
CCOC(=O)Cc1nnc(Nc2ccc(OC)cc2)c2ccccc12,0.1,13,0.7,0
COc1ccc(N2CCN(CCNC(=O)Cn3c(=O)oc4ccccc43)CC2)cc1,0.8,4,-0.1,24
CSc1ccccc1C(=O)N(Cc1ccco1)c1nc2c(F)cccc2s1,0.1,8,0.1,-12
O=C(NC1CCCCCC1)c1nc(-c2cccnc2)no1,0.0,-1,-1.4,-12
CC(=O)C(C(=O)N(C)C)n1cnc2c(nnn2-c2ccc(C)c(C)c2)c1=O (configuration not stated),1.2,8,-2.4,12
O=C(Cc1cccs1)N/N=C\c1ccncc1,0.7,14,-0.2,0
COc1cccc(C2CC(c3ccc(C)cc3)=NN2S(C)(=O)=O)c1OC (configuration not stated),0.1,23,-1.9,0
CC[C@H](C)[C@H](NC(N)=O)C(=O)Nc1ccc(Br)cc1F,-0.2,-8,2.6,0

# Reprinted from the part before: two entries, then new ones.
SMILES,FBW7 act,MITF inh,GPR151 ag,TEAD-YAP inh
COc1cccc(C2CC(c3ccc(C)cc3)=NN2S(C)(=O)=O)c1OC (configuration not stated),0.1,23,-1.9,0
CC[C@H](C)[C@H](NC(N)=O)C(=O)Nc1ccc(Br)cc1F,-0.2,-8,2.6,0
COC(CNC(=O)c1ccc(-c2cnn(-c3ccccc3)c2)nc1)OC,0.7,-2,-2.4,-23
CCNC(=O)/C=C/c1ccccc1[N+](=O)[O-],0.0,0,-0.5,11
O=C(Oc1ccc(N2C(=O)C=CC2=O)cc1)c1ccc([N+](=O)[O-])cc1[N+](=O)[O-],-0.2,-1,-1.5,6
COc1ccccc1CN1CCNC(=O)C1CC(=O)N1CCCN(C=O)CC1 (configuration not stated),-0.1,1,0.3,3
CCc1ccccc1NS(=O)(=O)c1ccc2c(c1)OCCN2C,0.0,3,1.3,2
CC(=O)Oc1cccc(NC(=O)CC2SC(N)=NC2=O)c1 (configuration not stated),0.2,4,-0.8,3
C=CCn1c(=O)c2c(C)c(C)sc2n2c(Nc3ccccc3)nnc12,0.0,28,5.9*,3
Cc1ccc(CN2C3=C(C(=O)CC(C)(C)C3)C(c3ccc(F)cc3)C3=C2CC(C)(C)CC3=O)cc1,0.0,-3,0.3,-5
CC(C)(C)NC(=O)c1cc(Cl)ccc1[N+](=O)[O-],0.2,-21,0.9,-5
C/C=C/COC(=O)C1=C(C)NC(=O)NC1c1ccccc1 (configuration not stated),-0.2,-7,2.6,2
COC(=O)c1ccccc1NC(=O)CN(C)S(=O)(=O)c1ccc(Br)cc1,0.5,9,-1.6,-3
CC1CC(C)CN(C(=O)CN2N=C(c3ccccc3)CCC2=O)C1 (configuration not stated),-0.1,30,-0.7,3

# Continuation:
SMILES,FBW7 act,MITF inh,GPR151 ag,TEAD-YAP inh
O=S(=O)(c1ccccc1)N1CCN(Cc2c(O)ccc3ccccc23)CC1,0.3,8,0.1,7
COc1ccc(OC)c(NC(=O)CC(C)S(=O)(=O)c2cc3c(cc2C)NC(=O)CO3)c1 (configuration not stated),0.2,-6,5.1*,-7
O=C1CCC(CCC(=O)N2CCN(c3ccccc3)C(=O)C2)(Cc2ccccc2)N1 (configuration not stated),-0.1,1,-1.3,-20
Cc1ccc(C)c(S(=O)(=O)NC(C)C(=O)Nc2ccc(F)c(Cl)c2)c1 (configuration not stated),-0.1,-4,-2.4,-10
O=c1[nH]ncc(NCCc2ccccc2)c1Cl,0.0,-8,-0.7,1
COc1ccc(NC(=S)N2CCC(O)CC2)c(OC)c1,0.1,5,0.2,-3
Cc1nc(C)n(-c2ccc(Nc3nccc(-c4cncc(F)c4)n3)cc2)n1,-0.3,-2,3.5,2
COc1cccc(-n2c(=S)sc3c(=O)n(-c4ccccc4)c(SCc4csc(C)n4)nc32)c1,0.0,10,0.1,0
Cc1cc(C)c(NC(=O)CSc2nc(=O)[nH]c3c2CCC3)c(C)c1,-0.1,-1,-0.7,8
O=C(Nc1cnn(-c2ccc(C(=O)N3CCN(c4ccccc4)CC3)cc2)c1)C1CCOC1 (configuration not stated),0.0,-8,0.7,-2
CC(=O)N1CCC(C(=O)Nc2ccc(-c3cnco3)cc2)CC1,0.0,-8,-0.1,1
CC(=O)OCC1OC(Nc2ccccc2)C(OC(C)=O)C(OC(C)=O)C1OC(C)=O (configuration not stated),0.1,4,0.6,15

# Three entries out of the list, sorted by number of heavy atoms, high to low.
SMILES,FBW7 act,MITF inh,GPR151 ag,TEAD-YAP inh
O=C1CCC(CCC(=O)N2CCN(c3ccccc3)C(=O)C2)(Cc2ccccc2)N1 (configuration not stated),-0.1,1,-1.3,-20
Cc1nc(C)n(-c2ccc(Nc3nccc(-c4cncc(F)c4)n3)cc2)n1,-0.3,-2,3.5,2
O=c1[nH]ncc(NCCc2ccccc2)c1Cl,0.0,-8,-0.7,1

# Next part
# Every second line gives: FBW7 act, MITF inh, GPR151 ag, TEAD-YAP inh
c1ccc(-c2csc(CN3CCOc4ccc(CN5CCOCC5)cc4C3)n2)cc1
 : -0.1, 6, 0.9, 7
O=c1[nH]c(NC2CCN(S(=O)(=O)c3cccc([N+](=O)[O-])c3)CC2)nc2c1CCCC2
 : -0.1, 0, 0.7, 7
Cc1noc(C)c1COC(=O)Cc1ccc(Cl)cc1
 : 0.3, 1, 0.1, 5
Cc1ccc(Cl)cc1NS(=O)(=O)c1cc2c3c(c1)C(C)C(=O)N3CCC2 (configuration not stated)
 : 0.0, 15, -0.3, 0
CC1CN(C(=O)N2CCC(C(=O)NCCc3ccc(Cl)cc3)CC2)c2ccccc2O1 (configuration not stated)
 : 0.1, 7, -2.6, 12
O=S(=O)(c1ccc(-c2csc(Nc3ccc4c(c3)OCO4)n2)cc1)N1CCCCC1
 : 0.1, 13, -0.3, 4
CC1CC(C)CN(S(=O)(=O)c2ccc(Sc3ccc(Br)cc3)c(C(=O)NCCc3ccccc3)c2)C1 (configuration not stated)
 : -0.1, 3, 1.4, -8
O=C(c1ccc(Cl)cc1Cl)n1cnc2ccccc21
 : 0.2, 1, -0.4, 7
O=C(O)CN1C(=O)CC(N2C(=O)/C(=C/c3ccc(Cl)cc3)SC2=S)C1=O (configuration not stated)
 : 0.3, 8, -0.1, 8
COc1ccc(C(=O)CCNc2ccc(C)cc2)cc1
 : 0.2, 2, 0.8, -8
COc1ccc(/C=N/Nc2ccc(F)cc2F)c(OC)c1OC
 : -0.2, -4, -0.6, -11
CC(=O)N[C@@H](C)C(=O)NCC1Cc2cc(Cl)cc(-c3ncccn3)c2O1 (some centres not stated)
 : 0.3, 0, 0.4, -8
CC(C)CCOc1ccc(CO[C@@H]2[C@H]3OC(C)(C)O[C@H]3O[C@@H]2C(O)CO)cc1 (some centres not stated)
 : -0.1, -3, -0.9, 11
CCCC(C(=O)OCC)/C(C)=N/Nc1ccccc1[N+](=O)[O-] (configuration not stated)
 : -1.2, 25, 1.2, -17
COC(=O)c1ccccc1NC(=O)CC(NCc1ccccc1)C(=O)O (configuration not stated)
 : 0.4, 16, 0.0, 16
COc1ccc(C(=O)NC(=S)Nc2cccc(NC(=O)c3ccco3)c2)cc1[N+](=O)[O-]
 : 0.1, 11, 0.0, -1
COc1ccccc1CNC(=O)N1c2ccccc2Sc2ccccc21
 : 0.0, 14, 2.0, 5
COC(=O)c1c(OCc2ccc(F)cc2)cc(=O)n2c1CCN(Cc1cccs1)CC2
 : 0.5, 20, 2.4, -2
Cc1nc2ncccc2c(=O)n1-c1ccc(F)c(NC(=O)c2ccccc2Cl)c1
 : 0.1, 3, 0.6, 3
CC1(C(=O)CSc2n[nH]c(-c3ccccc3Cl)n2)CCC(=O)O1 (configuration not stated)
 : 0.0, 13, 1.2, -3
CN(Cc1ccccc1)c1cc(=O)n(C)c(=O)n1Cc1ccccc1
 : 0.1, 0, 2.4, -2
CCOC(=O)c1cccc(NC(=O)N2CC(C)Oc3ccccc32)c1 (configuration not stated)
 : 0.1, 9, -1.8, 5
COC(=O)c1c(C)oc2cc(Br)c(OCc3ccc(F)cc3)cc12
 : -0.1, 1, -0.1, -6
O=C(Nc1ccc(S(=O)(=O)N2CCCCC2c2cccnc2)cc1)c1cccc2ccccc12 (configuration not stated)
 : 0.1, 12, 2.6, 17
COc1ccc(C(=O)N2CCC3(CC2)CC3C(=O)NCCc2ccccc2)c(OC)n1 (configuration not stated)
 : 0.0, -18, 1.0, -54
O=C1NC(=O)/C(=C/c2ccc(-c3ccc(F)cc3O)o2)S1
 : /, -3, -1.6, /
COc1cc(C2CC(c3ccco3)=Nc3ccccc3S2)cc(OC)c1OC (configuration not stated)
 : 0.0, 4, -0.5, -1
CC(C)CNC(=O)c1cc(-c2ccc(O)cc2)on1
 : -0.1, 5, -0.5, 39*
COC(=O)C1=C(C)N(c2ccc(Br)cc2)C(=O)/C1=C\c1ccc(O)cc1
 : -0.1, 11, 1.1, 11
CCCCC(C(=O)Nc1ccccc1)N1C(=O)c2cccc([N+](=O)[O-])c2C1=O (configuration not stated)
 : -0.1, -1, -0.4, 2

# (cont.)
# Every second line gives: FBW7 act, MITF inh, GPR151 ag, TEAD-YAP inh
Cc1nn(S(=O)(=O)N(C)C)c(C)c1CN1C(=O)c2ccccc2C1=O
 : 1.0, 11, -0.8, 7
Nn1c(SCC(=O)Nc2ccc(N3CCOCC3)cc2)nnc1C1CC1
 : 0.0, 0, 0.0, 0
CCc1n(CC(O)COCc2ccccc2)c2ccccc2[n+]1C (configuration not stated)
 : 0.0&-0.1, -4&1, -0.5&4.2, 1&12
O=C(Cc1ncc(-c2ccccc2)cn1)c1ccccc1
 : -0.1, 2, -2.4, 7
CC(=O)Nc1ccc(N2CCC(C)CC2)c([N+](=O)[O-])c1
 : 0.0, -14, 0.2, -17
CCOC(=O)Cn1c(Cl)nc2c1c(=O)n(C)c(=O)n2C
 : 0.1, 2, 0.3, 4
CCOC(=O)C1=C(C)N=c2s/c(=C/c3cccc(OCc4cccc5ccccc45)c3)c(=O)n2C1c1ccc(OC)cc1OC (configuration not stated)
 : 0.0, -1, 2.8, 6
O=C(C1c2ccccc2C(=O)N2CCc3ccccc3C12)N1CCN(c2ccccc2)CC1 (configuration not stated)
 : -0.1, 8, -0.7, 0
COc1cccc(CN2CCNC(=O)C2CC(=O)N2CCSCC2)c1 (configuration not stated)
 : 0.2, 23, -2.8, 7
CC1CCN(C(=O)Cn2c(=O)/c(=C\c3ccsc3)s/c2=C\C(=O)C(C)(C)C)CC1
 : 0.0, -9, 0.0, -10
CCOC(=O)c1c(NC(=O)c2ccc(S(=O)(=O)N3CCOCC3)cc2)sc2c1CCCC2
 : 0.9, 18, -0.5, -15
NNC(=S)Nc1ccc(Cl)cc1
 : 0.1, -5, 1.1, 3
O=C(NCC1CCCO1)C1c2ccccc2C(=O)N1Cc1ccc(F)cc1Cl (configuration not stated)
 : 0.0, -5, 0.7, 16
Cc1ccnc(NS(=O)(=O)c2ccc(N)cc2)n1
 : 0.0&-0.1&0.0, 2&0&0, -3.1&1.0&1.8, -16&-6
COc1ccccc1-n1c(CNC(=O)c2ccco2)nnc1SCC(=O)Nc1nccs1
 : 0.0, 4, -1.6, -1
COC(=O)c1c(NC(=S)NNC(=O)c2cccnc2)sc2c1CCCC2
 : -0.2, -5, 1.3, -4
CC(=O)c1ccc(C#Cc2ccc(C(C)=O)cc2)cc1
 : -0.3, -2, -0.3, -44
CN1CCN(NC(=O)CCn2c(=S)[nH]c3ccccc3c2=O)CC1
 : -0.1, -3, -0.9, 10
O=C1Nc2cc(C(=O)N3CCN(c4cccc(C(F)(F)F)c4)CC3)ccc2NC1CS(=O)(=O)Cc1ccccc1Cl (configuration not stated)
 : 0.1, 8, 0.2, -2
CC(=O)NCCN1C(=O)C(=O)/C(=C(\O)c2ccccc2)C1c1ccc([N+](=O)[O-])cc1 (configuration not stated)
 : 0.1, -1, 1.3, -9
CCCCCc1ccc(-c2ccc(C(=O)Oc3c(Br)cc([N+](=O)[O-])cc3Br)cc2)nc1
 : -0.1, 10, -1.2, -18
COc1ccc(-c2noc(NCc3ccc(C)cc3)n2)cc1
 : 0.8, 9, 0.4, -36
CC1CCN(C(=O)C2COc3ccccc3O2)CC1 (configuration not stated)
 : 0.1, 4, 1.0, -9
O=C1CCC(=O)N1CN1CCN(c2ccc(F)cc2)CC1
 : 0.7, 15, 2.9, -10
O=C(NC(Cc1ccccc1)C(=O)O)/C(=C/c1ccc(Cl)cc1)NC(=O)c1ccco1 (configuration not stated)
 : 0.0, -4, 2.7, -1
COc1ccc(-c2cc(NCCc3ccncc3)n3ncnc3n2)cc1
 : -0.2, -5, 1.2, -21

# Compound profiles (already shown). Order of screens: FBW7 act	MITF inh	GPR151 ag	TEAD-YAP inh
# Nn1c(SCC(=O)Nc2ccc(N3CCOCC3)cc2)nnc1C1CC1 is entered as 0.0	0	0.0	0
# COc1ccc(-c2noc(NCc3ccc(C)cc3)n2)cc1 is entered as 0.8	9	0.4	-36
# O=C(Cc1ncc(-c2ccccc2)cn1)c1ccccc1 is entered as -0.1	2	-2.4	7
